# GALK inhibitor – galactokinase (human) inhibition; P51570; Purified GALK, Kinase-Glo residual ATP luminescence; Potency, µM (series often up to 57.5 µM), inactives show top-dose activity change, negative = inhibition, most hits filed as inhibitors; 270,000 compounds, 0.007% hits; also: potency is read from the fitted curve at half-maximal effect; % is scaled to controls: 0 for no effect and ±100 for the full control effect
#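 The enzyme phosphorylates galactose (100 uM) using ATP (35 uM); inhibition is detected as higher residual ATP, quantified by bioluminescence after 1 h reaction at room temperature, pH 8.0.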
# TSHR antagonist – human thyrotropin receptor antagonism; activity change, negative = inhibition, % at 11.5 µM; 330,000 compounds, 0.2% hits; TSHR-expressing cells, TSH-stimulated cAMP HTRF, 2 h; hits give low values; AID 504810; P16473;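 active = activity change below a set negative limit, meaning inhibition stronger than a set level, cut at about -70% in these data; inconclusive = activity change between two set negative limits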; also: % is scaled to controls: 0 for no effect and ±100 for the full control effect
#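 Antagonism was scored as loss of TSH-driven cAMP in TSHR cells, stimulated with 4nM TSH (EC80) for 2 hours at 37 deg C and detected by homogeneous HTRF competition immunoassay.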
# Eya2 inh – blocks the phosphatase activity of human Eya2; recombinant Eya2, OMFP fluorescence dephosphorylation (OMFP is methylfluorescein phosphate); Potency, µM (series often up to 76.9 µM), for inactives: top-dose activity, negative = inhibition, hits mostly inhibitors; 330,000 compounds, 0.006% hits; also: potency is read from the fitted curve at half-maximal effect; % is scaled to controls: 0 for no effect and ±100 for the full control effect
# Target sequence (O00167 whole entry, looked up): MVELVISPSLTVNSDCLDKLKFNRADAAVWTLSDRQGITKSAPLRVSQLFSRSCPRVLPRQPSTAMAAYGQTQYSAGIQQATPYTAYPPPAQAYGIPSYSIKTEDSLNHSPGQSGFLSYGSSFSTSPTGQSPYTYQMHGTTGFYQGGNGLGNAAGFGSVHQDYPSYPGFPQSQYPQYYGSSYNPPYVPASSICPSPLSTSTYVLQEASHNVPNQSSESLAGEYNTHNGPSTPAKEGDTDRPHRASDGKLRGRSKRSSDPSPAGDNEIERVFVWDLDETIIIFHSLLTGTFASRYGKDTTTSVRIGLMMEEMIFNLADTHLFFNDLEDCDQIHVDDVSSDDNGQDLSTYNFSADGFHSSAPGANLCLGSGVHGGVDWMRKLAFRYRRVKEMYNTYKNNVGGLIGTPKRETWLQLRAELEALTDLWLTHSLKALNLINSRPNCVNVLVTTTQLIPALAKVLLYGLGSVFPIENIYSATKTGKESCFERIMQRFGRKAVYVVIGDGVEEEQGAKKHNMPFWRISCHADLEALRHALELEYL
#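 Eya2 (0.2 uM) preincubated 10 min at ambient with compound, then OMFP substrate added at 50 uM; 10 min reaction in 50 mM HEPES pH 7.5, 50 mM NaCl, 5 uM MgCl2, 0.05% BSA, 1 mM DTT. Fluorescence read at Ex 485/Em 525 nm.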
# MBNL1 CUG block – MBNL1-poly(CUG) RNA binding inhibition; Q9NR56; TR-FRET MBNL1-His/biotin-(CUG)12 binding, 665/545 ratio; Potency, µM (doses to about 57.5 µM), inactives show top-dose activity change, negative = inhibition, usual class: inhibitors; 280,000 compounds, 0.036% hits; AID 2675; active = well fitted inhibition curve with a large enough effect in the signal ratio, with a control signal flat, not every such curve was filed as active; inconclusive = small, poorly fitted or top-dose-only effect, or effect the other way, or a change in a side signal; inactive = no such curve, though single readings can be large or run the other way; the % refers to the signal ratio; also: potency is read from the fitted curve at half-maximal effect; % is scaled to controls: 0 for no effect and ±100 for the full control effect
# Target sequence (Q9NR56 whole entry, looked up): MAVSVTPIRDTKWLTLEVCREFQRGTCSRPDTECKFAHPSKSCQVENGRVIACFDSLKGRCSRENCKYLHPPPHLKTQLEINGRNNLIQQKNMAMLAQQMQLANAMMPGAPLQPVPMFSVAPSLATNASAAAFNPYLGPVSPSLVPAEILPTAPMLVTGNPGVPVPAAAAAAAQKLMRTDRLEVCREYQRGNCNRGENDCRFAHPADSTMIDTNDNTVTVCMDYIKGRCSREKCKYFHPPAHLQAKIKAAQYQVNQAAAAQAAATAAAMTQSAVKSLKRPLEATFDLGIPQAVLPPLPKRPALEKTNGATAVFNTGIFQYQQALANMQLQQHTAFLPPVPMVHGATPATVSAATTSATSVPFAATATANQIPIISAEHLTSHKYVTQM
#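 His-tagged MBNL1 binding to biotinylated (CUG)12 RNA was measured by TR-FRET using terbium anti-His antibody (0.055 ng/ul final) and streptavidin-XL665 (5 nM final). Compounds were titrated 92 nM to 58 uM; 60 min at room temperature.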
# PKM2 act – PKM2 (human) enzyme activation; P14618; purified PKM2, Kinase-Glo ATP luminescence, activation; response scale: 0% is enzyme alone, no compound; Potency, µM (doses to about 57.5 µM), inactives show at the top dose activation, actives largely listed as activators; 260,000 compounds, 0.34% hits; AID 1631; also: potency is read from the fitted curve at half-maximal effect; % is scaled to controls: 0 for no effect and ±100 for the full control effect; nearly all actives have a fitted effect of over 55% in size
#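 Purified hPK-M2 (>95% pure) converted ADP (0.1 mM final) to ATP with 0.5 mM PEP in 50 mM imidazole pH7.2, KCl, MgCl2, Tween 20, BSA; 1 h at room temperature. ATP detected by Kinase-Glo luminescence.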
# KCNH2 WT inh – KCNH2 (human, wildtype) channel inhibition; Q12809; U2OS, BacMam KCNH2, thallium flux FluxOr; hits give low values; activity change, % at 1.84 µM; 340,000 compounds, 0.37% hits;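 active = maximum activity change below -70%; inconclusive = maximum activity change between -70% and -50%; inactive = maximum activity change above -50%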; also: % is scaled to controls: 0 for no effect and ±100 for the full control effect
#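 U2OS cells transduced with wild-type KCNH2 virus are loaded with FluxOr dye for 45 min, and thallium flux is measured in kinetic reads before and after stimulation buffer. Rate constants are normalized to DMSO controls.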
# Menin MLL FP TR – inhibitors of human menin-MLL interaction, mutant MLL peptide; O00255; Menin + Texas Red MLL mutant peptide, fluorescence polarization; Potency, µM (doses to about 61.6 µM), without a hit: at the highest dose FP activity change, negative = inhibition, usual class: inhibitors; 270,000 compounds, 0.23% hits; active = well fitted inhibition curve with a large enough effect in the polarisation, with a control signal flat, not every such curve was filed as active; inconclusive = small, poorly fitted or top-dose-only effect, or effect the other way, or a change in a side signal; inactive = no such curve, though single readings can be large or run the other way; the % refers to the polarisation; also: potency is read from the fitted curve at half-maximal effect; % of control where 0% means no effect; many of its hits are not listed in these tables
# USP2a block – inhibitors of human ubiquitin-specific protease USP2a | 330,000 compounds, 0.01% hits | Potency, µM (top dose mostly 38.3 µM), inactives show top-dose activity change, negative = inhibition, usual class: inhibitors | USP2 core, Ub-CHOP2 coupled fluorogenic reporter, 485/531 | AID 463254;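 also: potency is read from the fitted curve at half-maximal effect; plate controls were DMSO wells for no effect and full inhibition by NEM control for full effect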
#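 Cell-free coupled assay: 10nM USP2 core preincubated 30min RT with compound in Tris-HCl pH 8.0/CaCl2/CHAPS buffer, then 25nM Ub-CHOP2 and 25nM reporter substrate; fluorescence (Ex 485/Em 531) read after 60min RT, normalized to NEM inhibition, concentration-response curves fitted.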
# Mito fusion yeast – blocks mitochondrial division or promotes mitochondrial fusion. Potency, µM (doses to about 46.1 µM), without a hit: at the highest dose growth rescue (activation), hits mostly activators. 320,000 compounds, 0.23% hits. S. cerevisiae fusion-defective mutant growth rescue, CellTiterGlo 48 h;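 also: potency is read from the fitted curve at half-maximal effect; % of control where 0% means no effect; nearly all actives have a fitted effect of over 45% in size; temperature-sensitive fusion mutants such as fzo1-1 at 37 °C on non-fermentable ethanol glycerol medium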
#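 Growth-rescue viability read-out: after 48 h at the non-permissive 37C in glycerol/ethanol YPEG, yeast mitochondrial fusion mutants are measured by CellTiterGlo luminescence; compounds (23 nl pinned per well) restoring growth score as division inhibitors or fusion activators.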
# S-ASM inh – human S-ASM enzyme inhibition; P17405; placental ASM, HMU-PC fluorogenic substrate, 60 min; Potency, µM (titrated, usually from 57.5 µM), inactives show at the top dose activity change, negative = inhibition, most hits filed as inhibitors; 340,000 compounds, 0.006% hits; also: potency is read from the fitted curve at half-maximal effect
#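 Human placenta-derived ASM enzyme was preincubated with compound for 10 minutes at room temperature, then given fluorogenic substrate HMU-PC0 (9 uM final) for 60 minutes at 37 °C; a pH 10 stop preceded fluorescence reading at Ex 386/Em 447 nm.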
# BCR signal inh – inhibitors of chronic active B-cell receptor signaling | 340,000 compounds, 0.05% hits | ABC-DLBCL IkBa-CBG/CBR reporter, luminescence ratio, 4 h | Potency, µM (top dose mostly 46.1 µM), for inactives: at the top dose ratio change, negative = lower green/red ratio, hits mostly inhibitors | AID 493014; active = well fitted inhibition curve with a large enough effect in the signal ratio, with a control signal flat, not every such curve was filed as active; inconclusive = small, poorly fitted or top-dose-only effect, or effect the other way, or a change in a side signal; the % refers to the signal ratio;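 also: potency is read from the fitted curve at half-maximal effect; plate controls were basal doxycycline-induced cells for no effect and cells given 10 µM MG132 for full effect; MG132 reads +100%, hits lower the ratio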
#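 Compounds up to 46 uM were incubated four hours with TMD8 cells whose green CBG68 luciferase is fused to IkappaBalpha; red CBR luminescence normalised the signal, and concentration-effect curves were fitted to fusion, red and ratio data.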
# Active calls of the source: *; ? = inconclusive; / = no result given; & = joins results of further samples; [ ] = another dose, or the depositor's remark. Unless noted, calls follow the shape of the dose curve; as a rule, active = well fitted curve in the direction sought with a large enough effect; inconclusive = small, poorly fitted or top-dose-only effect, or another doubt; inactive = no such curve, though single readings can be large; an effect the other way counts as inactive or inconclusive. Some of the compounds tested, so the mix of outcomes need not match the whole.
canonical_smiles,Menin MLL FP TR,Eya2 inh,KCNH2 WT inh,Mito fusion yeast,S-ASM inh,MBNL1 CUG block,GALK inhibitor,USP2a block,BCR signal inh,PKM2 act,TSHR antagonist
C[n+]1cc(C(=O)N2CCCCC2)ccc1/C=C/c1c[nH]c2ccccc12,-22%,?,9,-3%,?,?,4%,?,-7%,-14%,-20
Cc1ccc(N2C(=O)CC3(CCCC3)CC2=O)cc1,/,3%,-6,2%,1%,-11%,0%,2%,-1%,-5%,3
CN(C(=O)COC(=O)CSc1ccc(C(N)=O)cc1[N+](=O)[O-])C1CCCCC1,/,11%,8,0%,-4%,/,/,0%,6%,/,-13
O=C(Nc1nc2c(ccc3ccccc32)s1)c1cc([N+](=O)[O-])ccc1N1CCOCC1,?,7%,/,-3%,/,-8%,2%,0%,-3%,-7%,28
c1ccc(Oc2cnc3ccccc3n2)cc1,10%,11%,8,-1%,1%,-7%,-1%,0%,0%,0%,28
CCOC(=O)C1=NN(C(=O)COc2ccccc2)C(O)(c2ccc(Br)cc2)C1 (configuration not stated),-16%,-4%,6,0%,-13%,3%,1%,1%,-2%,18%,0
CCOc1ccc(N2C(=O)CC(n3ccc(C)n3)C2=O)cc1 (configuration not stated),-7%,7%,7,-4%,-3%,13%,-2%,1%,-11%,-1%,-4
O=C(CN1C(=O)NC2(CCCCC2)C1=O)NCc1ccc2c(c1)OCO2,12%,-7%,-11,0%,5%,-6%,0%,5%,-1%,-5%,4
O=C(CSc1n[nH]c(=O)[nH]c1=O)NC1CC1,-1%,4%,/,-2%,-2%,/,0%,3%,3%,-2%,-5
COc1cc(C(=O)N2CCN(C/C=C/c3ccccc3)CC2)cc(OC)c1C,-11%,-16%,0,8%,0%,-2%,0%,0%,0%,-1%,1
Cc1cccc(OCc2nnc(N)s2)c1,3%,-3%,20,3%,0%,-1%,-3%,7%,-5%,11%,-12
Cc1cc(C)nc(NS(=O)(=O)c2ccc(NS(=O)(=O)c3ccsc3)cc2)n1,/,-3%,3,-2%,12%,-21%,4%,1%,0%,-4%,11
N#C/C(=C/c1cn[nH]c1-c1ccc(Br)cc1)C(=O)O,9%,3%,-14,-2%,8%,?,-4%,2%,16%,3%,-1
COc1ccccc1CC(=O)Nc1ccc(NC(=O)c2cccs2)cc1,?,9%,-3,4%,6%,8%,-4%,0%,3%,-1%,10
O=[N+]([O-])c1ccc2nc(-c3ccccc3)[nH]c2c1,24%,0%,1,6%,-13%,/,0%,2%,9%,-15%,-14
CCN(CC)CCCNCC(=O)Nc1cc(C)on1,-10%,-2%,4,-2%,-2%,-4%,8%,-1%,-2%,2%,5
O=C(CCc1ccccc1)NCc1ccccn1,-9%,16%[15.4 µM],-9,1%,5%,-2%,2%,1%,8%,16%,-7
COC(CNC(=O)C1CCN(S(=O)(=O)c2cccc3nsnc23)CC1)OC,/,4%,6,-2%,4%,?,4%,0%,2%,/,3
O=C1c2ccccc2C(=O)N1CCCP(=O)(O)CCc1ccccc1,-1%,6%,33,-2%,1%,13%,-4%,-1%,?,-14%,-2
Cc1ccc(/C=C2\SC(=S)N(CC(=O)Nc3cccnc3)C2=O)cc1,21%,-2%,-13,-3%,-2%,4%,1%,3%,4%,3%,5
CCOC(=O)c1cnc(-n2nc(C)cc2C)nc1Nc1cccc(C(=O)O)c1,-1%,-1%,0,0%,2%,-3%,2%,7%,?,3%,-14
COc1ccc(-c2cc(C(=O)N3CCN(Cc4ccc5c(c4)OCO5)CC3)on2)cc1OC,/,-5%,5,0%,3%,-17%,-1%,0%,0%,/,5
COc1ccc(S(=O)(=O)N2CCOCC2)cc1NC(=O)CCOc1ccc(C(C)(C)C)cc1,/,0%,24,-5%,-11%,/,/,-1%,2%,/,-2
Cn1c(O)c(N=NC(=O)CNC(=O)c2ccccc2)c2ccccc21,/,12%,-5,4%,-1%,?,-2%,2%,?,/,-17
CCCCC(=O)Nc1c(-c2cccc(OC)c2)c(=O)c2ccccc2n1C,-13%,-6%,10,12%,-1%,1%,-2%,4%,?,/,12
O=[N+]([O-])c1ccc(O)c(-c2cc(C(F)(F)F)nc(-c3ccccc3)n2)c1,?,4%,-2,3%,-18%,?,-1%,0%,1%,/,-36
O=C(c1ccccc1)N1CCC(c2nc3c(nnn3Cc3ccccc3Cl)c(=O)[nH]2)CC1,1%,-12%,-3,1%,-9%,-9%,-3%,-6%,?,-20%,19
COc1ccccc1-n1c(CNC(=O)c2ccco2)nnc1SCC(=O)Nc1cc(C)ccc1C,/,4%,1,2%,4%,4%,2%,-1%,?,-3%,-1
C[C@@H](C(=O)Nc1ccc2ccccc2c1)[C@@H]1C[C@@]1(C)[C@@H](NC(=O)c1ccccc1)c1ccccc1,?,7%,0,-1%,4%,-1%,/,1%,2%,0%&-1%,5
S=C(c1cn(CCOc2cccc3ccccc23)c2ccccc12)N1CCCC1,-3%,21%,-1,0%,/,/,/,6%,-3%,-2%,11
CCOC(=O)c1ccc(S(=O)(=O)Nc2cc(C(=O)O)ccc2Cl)cc1,1%,28%,-3,0%,3%,-6%,5%,2%,6%,6%,8
CCCCOc1ccc(C2CCC(C(C)=O)C(C)C2)cc1 (configuration not stated),/,-4%,-9,-1%,-9%,4%,-2%,-1%,2%,-4%,1
O=C(N[C@@H](Cc1ccccc1)C(=O)OCc1ccccc1)c1ccco1,/,4%,4,/,-1%,/,/,4%,-1%,/,/
CCN(CC)S(=O)(=O)c1ccc(C)c(NC(=O)CN(C)C)c1,-14%,0%,-7,0%,3%,-8%,-5%,2%,-3%,-19%,0
CC(=O)NCc1ccc(-c2csc(NC(=O)CCCc3nc4ccccc4c(=O)[nH]3)n2)cc1,/,1%,7,-5%,3%,/,/,0%,1%,/,1
CCCc1cc(=O)oc2c(C)c(O[C@@H]3O[C@H](CO)[C@@H](O)[C@H](O)[C@H]3O)ccc12,7%,11%,-10,-11%,7%,-1%,/,3%,?,/,-1
CSCCC1NC(=O)N(C(C)C(=O)Nc2cc(Cl)cc(Cl)c2)C1=O (configuration not stated),?,-2%,0,-2%,0%,-10%,2%,4%,-1%,-9%,8
COc1ccc(OC)c(NC(=O)CSc2nc(=O)n(CCN3CCOCC3)c3c2CCC3)c1,/,11%,5,1%,3%,/,/,0%,14%,/,0
COC(=O)C1=CNC=C(C(=O)OC)C1c1cccc(OC)c1,-20%,-16%,-3,-2%,/,16%,-1%,0%,-12%,-1%,-5

# Record cards, as listed above. Order of values: Menin MLL FP TR | Eya2 inh | KCNH2 WT inh | Mito fusion yeast | S-ASM inh | MBNL1 CUG block | GALK inhibitor | USP2a block | BCR signal inh | PKM2 act | TSHR antagonist
# CSCCC1NC(=O)N(C(C)C(=O)Nc2cc(Cl)cc(Cl)c2)C1=O (configuration not stated) reads ? | -2% | 0 | -2% | 0% | -10% | 2% | 4% | -1% | -9% | 8
# O=C(N[C@@H](Cc1ccccc1)C(=O)OCc1ccccc1)c1ccco1 reads / | 4% | 4 | / | -1% | / | / | 4% | -1% | / | /
# COC(=O)C1=CNC=C(C(=O)OC)C1c1cccc(OC)c1 reads -20% | -16% | -3 | -2% | / | 16% | -1% | 0% | -12% | -1% | -5
